C2C12 statin – protects C2C12 myotubes from simvastatin toxicity; ATP luminescence, 48 h; scaled: DMSO 0, geranylgeraniol control 100; rescue of ATP level, % at 7.49 µM; 0.78% of 330,000 active;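 active means mean ATP rescue above about 67%, or every replicate alone reaching that limit, limit read from the data, passing the limit was not always enough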;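 further: myotubes were challenged with 10 µM simvastatin during compound exposure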
GSIS activator – primary screen for activators of insulin secretion dependent on glucose, INS-1E cells, GLuc reporter luminescence; INS-1E GLuc reporter insulin secretion, 2-3 h; activation, % at 16.6 µM; 0.61% of 370,000 active;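 active means lowest replicate activation of at least 40%, so every replicate reaches that level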;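 further: 0% = median of neutral control wells and 100% = median of IBMX positive control wells; some compounds called inactive have numbers as strong as hits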
PGC1a acetyl inh – PGC1a acetylation modulation, inhibitor mode; U2OS PGC1a acetylation, AlphaScreen anti-acetyl-lysine; with virally co-expressed GCN5 acetyltransferase; inhibition, % at 15.6 µM; 0.17% of 350,000 active;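 active means every replicate shows inhibition of at least 40%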;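 further: 0% = neutral control wells and 100% = positive control wells; some results beyond the cut were filed as inactive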
PglD DTNB – blocks C. jejuni PglD acetyltransferase activity. purified PglD enzyme, DTNB colorimetric CoA detection. inhibition, % at 12.5 µM. 0.098% of 360,000 active. AID 602405; in the data active means inhibition above about 16%, passing the limit was not always enough; further: strong numbers were not always called active
F508del corr – CFTR F508del correction in bronchial cells; CFBE cells, YFP halide quenching; stimulated with forskolin plus potentiator P3; % fluorescence drop versus neutral controls; activity (quench increase), % at 7.58 µM; 0.36% of 350,000 active; AID 720511;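 active means mean added fluorescence quench of at least 8% versus neutral control, with both replicates also reaching 8%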;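 further: cells transiently co-express mutant CFTR-F508del with the halide-sensitive YFP; corrector assay measuring rescue of mutant channel to the surface after 24 h compound exposure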
FN deposit inh – fibronectin deposition inhibition; AID 743247; AH1F fibroblasts, Alexa488-fibronectin deposition fluorescence, overnight; inhibition, % at 12.6 µM; 0.086% of 350,000 active;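 active means mean inhibition across replicates of 30% or more, regardless of how many single replicates reach that level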;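 further: positive control wells lacked labelled fibronectin entirely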
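Measured by – fluorescence 485/525 nm · System – AH1F fibroblast monolayer, labelled fibronectin deposition · Amount – 10000 cells per well · Buffer or medium – serum-reduced DMEM (2% serum) · Doses – single dose, pinned · Also added – fluorescent fibronectin at 24 nM final · Schedule – 1 h cell attachment, overnight exposure to compound and label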
miR-122 sensor – miR-122 inhibition in Huh7 cells. Huh7 miR-122 Renilla luciferase sensor, 48 h; neutral wells = 0, positive control = 100. activation (reporter increase), % at 12.5 µM. 0.3% of 340,000 active. AID 602342;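 active means mean replicate activation score at least 90 and every replicate individually at or above 90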;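 further: higher luciferase means less miR-122 activity so hits act as miR-122 inhibitors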
Cneo AK release – causes C. neoformans cell lysis; adenylate kinase release luminescence, 4 h; normalised: neutral wells 0, clomiphene wells 100; lysis activity, % at 15 µM; 0.2% of 360,000 active; AID 651654;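 active means mean lysis activity across replicates of at least 80%, whatever share of replicates individually reach that level; inactive means mean lysis activity below 80%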
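read-out = cell lysis signal | test system = log-phase Cryptococcus neoformans yeast cells | input = cells at 5 × 10^6 per mL | medium = fresh YPD growth medium | signal = luminescent adenylate kinase detection reagent | timing = 4 h at 37 °C static, read 1 h later | dosing = single dose | controls = Clomiphene as positive lysis control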
* hit, by the source's call; . = not tested or not shown; [ ] = dose if it differs, or a comment.

Fields: FN deposit inh	GSIS activator	Cneo AK release	miR-122 sensor	PglD DTNB	C2C12 statin	PGC1a acetyl inh	F508del corr
1) COc1ccc(S(=O)(=O)Nc2cccc3c2O[C@@H](CN(C)Cc2ccccc2)[C@@H](C)CN([C@H](C)CO)C3=O)cc1
    .	8	-4	3[16.7 µM]	6	0	-2	2.8
2) COc1ccc([N+](=O)[O-])cc1N(CC(O)CN1C(=O)NC(C)(C)C1=O)S(=O)(=O)c1ccccc1 (stereo unspecified)
    2	35	1	-1	-4	1	-1	1.4
3) Fc1cccc(NC(=S)NCc2ccccc2Cl)c1
    3	-48	10	53	0	-1	6	2.1
4) Cc1ccc(-n2nc3c(c2NC(=O)c2ccc(F)c(F)c2)CS(=O)(=O)C3)cc1
    -7	4	-1	1	2	6	0	3.4
5) COc1ccc(CN2CCCC(C(=O)c3cccc(C(F)(F)F)c3)C2)cc1O (stereo unspecified)
    -5	1	2	1	4	4	.	-3.6
6) CC(=NNc1nc2ccccc2o1)c1ncccn1
    -12	-7	.	39	.	-74	-24	-12
7) Cc1noc(C)c1NC(=O)N[C@@H]1CC[C@@H](CC(=O)NCCCN(C)C)O[C@@H]1CO
    -13	0	-1	-18[16.7 µM]	-2	-5	0	0.3
8) COc1ccc(NC(=O)/C=C/c2cccc(C(F)(F)F)c2)cn1
    -2	3	-8	.	-2	-17	.	-2.1
9) CCOCCn1c(C(C)O)nc2ccccc21 (stereo unspecified)
    -12	.	5	-1	-8	7	-4	.
10) C[C@@H]1CCCCO[C@@H](CN(C)Cc2ccc(C(=O)O)cc2)[C@@H](C)CN([C@@H](C)CO)C(=O)c2cc(NS(=O)(=O)c3ccc(Cl)cc3)ccc2O1
    -1	-2	0	2[16.7 µM]	-4	.	4	-1.0
11) CCC(=O)n1nc(-c2ccc(Cl)cc2)nc1NCc1ccccc1
    -3	11	-2	0	-4	-26	0	1.0
12) COC(=O)CN1C(=O)[C@H]2[C@@H](/C=C/c3ccccc3)N3C(=O)CN(CCO)C(=O)[C@@]3(Cc3ccccc3)[C@H]2C1=O
    4	.	-4	.	0	5	.	-1.1
13) COc1cccc(/C=N/NC(=O)C(=O)N/N=C/c2cccc(OC)c2OC)c1OC
    2	15	-2	2	-2	.	.	1.1
14) CCNC(=O)C1(C)CCCN(C(=O)c2cccnc2Oc2ccccc2)C1 (stereo unspecified)
    1	24	1	-1	3	0	6	0.5
15) O=C(NCCC(=O)N(Cc1ccco1)Cc1cccs1)c1ccccc1Cl
    -28	-11	0	-8	-2	-15	0	2.4
16) O=C(COC(=O)c1cc(=O)[nH]c2ccccc12)NCc1ccc(Cl)cc1
    10	-8	-1	6	6	1	8	-1.6
17) Cc1ccc(NC(=O)CN2C(=O)NC(C)(C3CC3)C2=O)c(C)c1 (stereo unspecified)
    -7	22	.	.	.	8	9	3.1
18) Cc1nnsc1SCC(=O)O
    -3	13	-18	1	1	2	-5	.
19) CC(=O)OC[C@H]1O[C@@H](O[C@H]2C[C@]3(C)C(C[C@@H](O)C4C([C@]5(C)CC[C@@H](C(C)(C)O)O5)CC[C@]43C)[C@@]3(C)CC[C@H](O)C(C)(C)C23)[C@H](O[C@@H]2O[C@@H](C)[C@H](O)[C@@H](O)[C@H]2O)[C@@H](O)[C@@H]1O (stereo partly specified)
    -1	2	-1	-6	-1	12	6	-0.2
20) C/C(CC(=O)NC1CCCCC1)=N\NC(=O)c1ccccc1C
    1	0	-4	-2	-1	6	.	-1.5
21) CC(C)NC(=O)NC(=O)COC(=O)c1ccc(OC(F)(F)F)cc1
    -2	9	.	1	-1	.	13	.
22) O=C(NCC[C@H]1CC[C@H](NC(=O)C2CC2)[C@@H](CO)O1)c1cnccn1
    -1	12	-3	.	1	0	2	-4.0
23) O=C(Nc1cccc(Cl)c1)N[C@H]1CC[C@H](CCNC(=O)C2CC2)O[C@H]1CO
    -5	4	-8	.	-2	1	11	1.5
24) CS(=O)(=O)Nc1ccc2c(c1)[C@H]1C[C@H](CC(=O)NCC3CC3)O[C@@H](CO)[C@H]1O2
    .	-2	49	2[16.7 µM]	-1	-3	-11	1.4
25) CC(C)(C)[S@](=O)N1Cc2cc(C(=O)NC3CCC3)nc(-c3cccc(-c4ccccc4F)c3)c2[C@@H]1CCO
    -2	-22	-3	.	-1	-1	-18	1.6
26) COc1ccccc1N1CCN(Cc2ccco2)CC1
    -7	0	.	-3	-3	12	0	.
27) O=C(CSc1ccc(-c2ccncc2)nn1)N1CCCC1
    1	-4	-1	0	-2	-16	-5	-1.8
28) C[C@@H]1CN([C@@H](C)CO)S(=O)(=O)c2ccc(C#Cc3ccc(F)cc3)cc2O[C@@H]1CN(C)C(=O)c1ccccn1
    1	-5	41	-13[16.7 µM]	1	20	-6	1.3
29) CC(C)CCNC(=O)C1(O)c2ccccc2NC(=O)N1c1ccc(Cl)cc1 (stereo unspecified)
    2	-29	-3	7	-3	-17	9	-3.1
30) CCCCN(CC(=O)NCc1ccc(F)cc1)C(=O)c1ccco1
    7	-2	-2	2	-2	3	.	-0.4
31) COc1ccc(N2C(=O)C3C(c4ccc(OC)cc4O)NC(Cc4ccccc4)(C(=O)O)C3C2=O)cc1 (stereo unspecified)
    -7	-1	.	-4	.	.	1	1.9
32) c1ccc(-c2nc(C3CCCCC3)no2)cc1
    -10	.	1	0	-6	.	-5	.
33) COc1ccc(NS(=O)(=O)c2cc(NC(=O)C3=NN(c4ccccc4)C(=O)CC3)ccc2C)cc1
    -3	4	-1	74	-5	-10	-10	1.2
34) COc1ccc2nc(NCCO)[nH]c2c1
    .	.	-3	-2	-1	6	8	.
35) C[C@H](CO)N1C[C@H](C)[C@@H](CN(C)C(=O)c2cnccn2)Oc2ncc(/C=C/c3ccccc3)cc2C1=O
    -16	-3	-8	-5[16.7 µM]	1	13	1	-4.4
36) Cc1cccc(N(CC(N)=O)C2SC(=O)N(c3ccccc3)C2=O)c1 (stereo unspecified)
    .	.	-2	1	2	.	4	.
37) Cc1cccc2c1cnn2C(=O)Nc1ccccc1Cl
    2	-11	-1	.	5	-8	1	-4.3
38) CCOCCCNC(=O)NC(=O)CN1CCN(S(=O)(=O)c2ccc3c(c2)OCCO3)CC1
    -3	12	.	-1	.	4	.	1.4
39) O=C(NC(=S)N1CCCCC1)c1csc([N+](=O)[O-])c1
    -6	13	5	-1	-4	3	-15	.
40) Cc1cc(C)nc(N2CCCC(C(=O)NCCc3ccccc3F)C2)n1 (stereo unspecified)
    .	-8	7	0	1	2	-10	0.6
41) O=C(O)CC(NC(=O)C1CCCCC1)c1ccc(OC2CCCC2)cc1 (stereo unspecified)
    6	-9	1	-4	1	4	-9	-2.5
42) C[C@H](CO)N1C[C@H](C)[C@@H](CN(C)C(=O)Nc2ccc(C(F)(F)F)cc2)OCCCC[C@H](C)Oc2ccc(N(C)C)cc2C1=O
    .	12	.	5[16.7 µM]	.	-3	11	2.6
43) CC(C)NC(=O)N[C@@H]1CC[C@@H](CC(=O)N2CCCCC2)O[C@H]1CO
    1	-2	1	1[16.7 µM]	1	8	.	-0.7
44) CC(=O)Nc1ccc(NC(=O)N2CCCCC2)cc1
    .	7	1	-6	-5	18	-13	.
45) COc1ccc(C(=O)NCC(=O)OCC(=O)NC2CCCCCC2)cc1OC
    -8	65*	0	-7	3	7	4	0.3
46) CC(C)Sc1nc(SCC(=O)O)c2c3c(sc2n1)COC(C)(C)C3
    -8	55*	1	-3	-7	.	1	-2.1
47) Cc1ccc(C(=O)C2CC2)cc1C
    3	.	-1	2	-1	-3	.	-0.3
48) CCCc1[nH]nc2c1C(C1CCCCC1)C(C#N)=C(N)O2 (stereo unspecified)
    1	.	-1	-8	4	-6	4	1.7
49) O=C(Nc1ccc(Cl)c(C(F)(F)F)c1)N1CCCC(O)C1 (stereo unspecified)
    .	.	1	-2	2	7	7	.
50) CC(C)OCCCNc1nc2c(cnn2C)c(=O)[nH]1
    .	10	0	1	4	1	13	3.7

Other results follow:
Fields: FN deposit inh	GSIS activator	Cneo AK release	miR-122 sensor	PglD DTNB	C2C12 statin	PGC1a acetyl inh	F508del corr
51) COc1ccccc1N1CC(C)(C)C(=O)N(C(=O)c2ccc(Cl)cc2)C1=S
    -6	6	.	.	.	.	13	-1.8
52) CCC(=O)N1C[C@H]2[C@@H](c3ccccc31)[C@H](CO)N2Cc1ccccc1Cl
    .	0	0	25[16.7 µM]	2	19	-4	0.1
53) O=C(C[C@H]1C/C=C\CC[C@H](Cc2ccc(F)cc2)C(=O)OCCNC1=O)NCCO
    4	11	-2	.	1	11	.	1.0
54) COc1ccccc1NS(=O)(=O)c1cc(NC(=O)c2ccccc2[N+](=O)[O-])ccc1N1CCOCC1
    9	.	.	71	.	-6	-6	0.3
55) COc1ccc(NC(=O)CN2C(=O)c3ccccc3Sc3ccc(C(=O)N4CCOCC4)cc32)c(OC)c1
    -14	0	2	-2	2	17	1	-0.7
56) CC(C)NC(=O)NC[C@H]1[C@@H](c2ccccc2)[C@@H](CO)N1C(=O)c1ccccc1
    -12	0	-4	14[16.7 µM]	0	-3	-14	1.3
57) CCCC(=O)N(c1ccc(C(=O)O)cc1)c1nc(-c2ccccc2)c(C)s1
    -14	29	1	6	-1	-31	-25	6.9
58) COc1ccccc1C(=O)NCCOc1ccc(C)c(C)c1
    5	.	1	.	3	6	.	-0.7
59) CCN(CC)S(=O)(=O)c1cc(C)ccc1NC(=S)Nc1cccnc1
    6	.	-1	-1	11	-7	.	-2.6
60) CCOC(=O)C1CCN(c2ccc([N+](=O)[O-])cc2S(=O)(=O)N2CCOCC2)CC1
    -1	-20	-1	.	1	6	.	2.7
61) O=C(c1ccc([N+](=O)[O-])cc1)N(Cc1cccs1)C1CCS(=O)(=O)C1 (stereo unspecified)
    1	-5	-1	-7	1	-6	8	-0.1
62) Cc1ccc(NC(=O)N2CCCC(c3nc(-c4ccc(F)cc4)no3)C2)cc1 (stereo unspecified)
    -10	-35	19	9	-1	56	3	0.2
63) O[C@@H](Cc1ccccc1)[C@@H](/C=C/C1CC1)N(CC#Cc1ccccc1)Cc1ccccc1Br
    .	.	4	.	1	.	-27	0.6
64) COc1ccc(-c2nnn(CC(=O)OC3CCCCC3)n2)cc1OC
    -9	.	-1	-7	-1	-7	3	.
65) Cc1ccc(N2CC(C(=O)N3CCCCC3)CC2=O)cc1C (stereo unspecified)
    -1	0	-1	.	.	.	.	-0.5
66) C[C@H](CO)N1C[C@H](C)[C@H](CN(C)CC2CCCCC2)Oc2ccc(NC(=O)Nc3cccc4ccccc34)cc2C1=O
    .	-28	3	-9[16.7 µM]	-2	-24	-3	1.9

Single records, from the list above.
`O[C@@H](Cc1ccccc1)[C@@H](/C=C/C1CC1)N(CC#Cc1ccccc1)Cc1ccccc1Br` is listed with FN deposit inh: .; GSIS activator: .; Cneo AK release: 4; miR-122 sensor: .; PglD DTNB: 1; C2C12 statin: .; PGC1a acetyl inh: -27; F508del corr: 0.6
`Cc1ccc(NC(=O)N2CCCC(c3nc(-c4ccc(F)cc4)no3)C2)cc1` (stereo unspecified) is listed with FN deposit inh: -10; GSIS activator: -35; Cneo AK release: 19; miR-122 sensor: 9; PglD DTNB: -1; C2C12 statin: 56; PGC1a acetyl inh: 3; F508del corr: 0.2
`O=C(c1ccc([N+](=O)[O-])cc1)N(Cc1cccs1)C1CCS(=O)(=O)C1` (stereo unspecified) is listed with FN deposit inh: 1; GSIS activator: -5; Cneo AK release: -1; miR-122 sensor: -7; PglD DTNB: 1; C2C12 statin: -6; PGC1a acetyl inh: 8; F508del corr: -0.1

Screening data deposited in PubChem BioAssay by Broad Institute.

Rows are unselected. Share with any hit: about 2.1%.
